High-throughput results (PubChem BioAssay)
TSHR antagonist = antagonists of human thyroid stimulating hormone receptor. P16473. TSHR-expressing cells, TSH-stimulated cAMP HTRF, 2 h; hits give low values. activity change, negative = inhibition, % at 11.5 µM. 0.2% of 330,000 active;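 active = activity change below a set negative limit, meaning inhibition stronger than a set level, cut at about -70% in these data; inconclusive = activity change between two set negative limits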; note: % is set by controls: 0 for no effect and ±100 for the full control effect
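Cell-based HTRF cAMP assay; TSHR cells + compound, TSH EC80 (4nM final), 2 h, 37 deg C. Lysis with anti-cAMP cryptate and cAMP-d2, 30 min RT, read 665/620 nm.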
Mito fusion yeast = inhibitors of mitochondrial division or activators of mitochondrial fusion. AID 485298. S. cerevisiae fusion-defective mutant growth rescue, CellTiterGlo 48 h. Potency, µM (series often up to 46.1 µM), for inactives: top-dose growth rescue (activation), actives largely listed as activators. 0.23% of 320,000 active;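 note: potency is the fitted concentration of half-maximal effect; % of control where 0% means no effect; nearly all actives have a fitted effect of over 45% in size; temperature-sensitive fusion mutants such as fzo1-1 at 37 °C on non-fermentable ethanol glycerol medium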
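Yeast fusion mutant, YPEG (non-fermentable carbon), compound, 48 h at 37C non-permissive; CellTiterGlo added, 10 min RT, luminescence read. Rescued growth = division inhibition.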
ELG1 DNA repair = inhibitors of ELG1-dependent DNA repair in HEK293T cells; HEK293T ELG1-luciferase reporter, luminescence, 16 h; DNA damage induced by 5-fluorouridine; Potency, µM (highest dose often 46.1 µM), without a hit: at the top dose activity change, negative = inhibition, actives largely listed as inhibitors; 2.3% of 330,000 active; AID 504467; note: potency is the fitted concentration of half-maximal effect; % is set by controls: 0 for no effect and ±100 for the full control effect; nearly all actives have a fitted effect of over 55% in size
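Step one: seed 2,000 cells per well. Step two: pin-transfer compound or DMSO alongside 5-fluorouridine. Step three: incubate 16 hr, 37 °C, 5% CO2. Step four: add ONE-Glo, wait 30 min, read luminescence.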
a7 integrin act = activates integrin-mediated alleviation for muscular dystrophy | alpha7betagal myoblasts, beta-gal FDG fluorescence, 48 h | Potency, µM (doses to about 38.3 µM), for inactives: top-dose activation, hits mostly activators | 0.064% of 350,000 active | AID 624291;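 note: potency is the fitted concentration of half-maximal effect; 100% = response of the positive control SU9516; nearly all actives have a fitted effect of over 60% in size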
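alpha7betagal+/- myoblasts (passage 13, 250/well) treated 48 h at 37C with compounds at 1:260 dilution of DMSO stock. Lysed, then beta-galactosidase activity read as FDG fluorescence (ex 480/em 540) after 30 min, with pre-read for autofluorescence.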
S-ASM inh = human S-ASM enzyme inhibition. Potency, µM (highest dose often 57.5 µM), inactives show top-dose activity change, negative = inhibition, hits mostly inhibitors. placental ASM, HMU-PC fluorogenic substrate, 60 min. AID 504937. P17405. 0.006% of 340,000 active; note: potency is the fitted concentration of half-maximal effect
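Human placenta-derived ASM enzyme was preincubated with compound for 10 minutes at room temperature, then given fluorogenic substrate HMU-PC0 (9 uM final) for 60 minutes at 37 °C; a pH 10 stop preceded fluorescence reading at Ex 386/Em 447 nm.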
Tb PFK block = inhibitors of T. brucei phosphofructokinase | O15648 | T. brucei PFK, ADP-Glo luminescence | Potency, µM (top dose mostly 57.5 µM), without a hit: at the highest dose activity, negative = inhibition, hits mostly inhibitors | 0.17% of 330,000 active;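 note: potency is the fitted concentration of half-maximal effect; 0% = uninhibited 1x PFK enzyme wells and -100% = no-enzyme wells; nearly all actives have a fitted effect of over 60% in size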
Target sequence (O15648 whole entry, looked up): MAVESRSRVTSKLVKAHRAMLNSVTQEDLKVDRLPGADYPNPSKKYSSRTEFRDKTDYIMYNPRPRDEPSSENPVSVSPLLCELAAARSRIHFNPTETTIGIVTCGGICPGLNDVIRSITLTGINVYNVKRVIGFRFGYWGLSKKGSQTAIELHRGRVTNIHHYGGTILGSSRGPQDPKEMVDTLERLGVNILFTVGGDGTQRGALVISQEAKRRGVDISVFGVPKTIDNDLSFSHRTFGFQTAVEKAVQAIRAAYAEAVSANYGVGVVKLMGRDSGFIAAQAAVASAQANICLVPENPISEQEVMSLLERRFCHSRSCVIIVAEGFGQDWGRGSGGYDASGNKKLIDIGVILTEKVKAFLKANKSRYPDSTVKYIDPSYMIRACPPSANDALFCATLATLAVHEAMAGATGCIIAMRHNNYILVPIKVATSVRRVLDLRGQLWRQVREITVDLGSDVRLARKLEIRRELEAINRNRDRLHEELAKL
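Activity is normalized to no-enzyme wells (full inhibition) and 1.25 nM enzyme wells (no inhibition). Reaction: 0.5 mM F6P, 0.1 mM ATP, 45 min RT, ADP-Glo luminescence; concentration-response curves fitted and classed by quality.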
Eya2 inh = blocks the phosphatase activity of human Eya2; O00167; recombinant Eya2, OMFP fluorescence dephosphorylation (OMFP is methylfluorescein phosphate); Potency, µM (highest dose often 76.9 µM), without a hit: at the top dose activity, negative = inhibition, hits mostly inhibitors; 0.006% of 330,000 active; AID 488837; note: potency is the fitted concentration of half-maximal effect; % is set by controls: 0 for no effect and ±100 for the full control effect
Target sequence (O00167 whole entry, looked up): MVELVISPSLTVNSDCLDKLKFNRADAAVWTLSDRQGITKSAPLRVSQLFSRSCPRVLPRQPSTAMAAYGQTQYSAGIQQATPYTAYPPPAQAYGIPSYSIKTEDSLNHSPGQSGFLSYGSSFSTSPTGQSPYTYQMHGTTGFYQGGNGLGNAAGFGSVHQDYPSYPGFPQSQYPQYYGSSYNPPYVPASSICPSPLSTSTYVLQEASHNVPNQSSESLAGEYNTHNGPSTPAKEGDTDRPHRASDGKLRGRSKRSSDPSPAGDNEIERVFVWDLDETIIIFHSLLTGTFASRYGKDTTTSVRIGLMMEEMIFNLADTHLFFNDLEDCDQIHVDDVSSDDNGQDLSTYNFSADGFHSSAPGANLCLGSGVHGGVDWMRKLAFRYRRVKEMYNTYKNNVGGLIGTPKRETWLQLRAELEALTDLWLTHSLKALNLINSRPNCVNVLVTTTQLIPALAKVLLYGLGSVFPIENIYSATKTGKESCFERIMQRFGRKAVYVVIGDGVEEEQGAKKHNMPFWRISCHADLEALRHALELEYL
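Eya2 (0.2 uM) preincubated 10 min at ambient with compound, then OMFP substrate added at 50 uM; 10 min reaction in 50 mM HEPES pH 7.5, 50 mM NaCl, 5 uM MgCl2, 0.05% BSA, 1 mM DTT. Fluorescence read at Ex 485/Em 525 nm.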
TCR act = activators of T cell receptors. primary human leukocytes, anti-CD3, IL-2 HTRF, 48 h. Potency, µM (series often up to 9.22 µM), for inactives: top-dose activation of IL-2 secretion, actives largely listed as activators. 330,000 tested, under 10 active. AID 504894; note: % of control where 0% means no effect
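TCR engagement came from a-CD3 beads alone, with compounds added to primary human leukocytes for 48 hr. Secreted IL-2 bridged europium cryptate- and d2-labelled anti-IL-2 antibodies, giving FRET emission at 665nm after 320nm excitation.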
PTAP TSG101 blk = blocks PTAP/TSG101 interaction to inhibit HIV-1 budding | Fluorescence polarization, FITC-PTAP peptide / Tsg101 binding | Potency, µM (titrated, usually from 115 µM), inactives show top-dose activity change, negative = inhibition, most hits filed as inhibitors | 340,000 tested, under 10 active | AID 493005; active = well fitted inhibition curve with a large enough effect in the main read-out, with a control signal flat, not every such curve was filed as active; inconclusive = small, poorly fitted or top-dose-only effect, or effect the other way, or a change in a side signal; inactive = no such curve, though single readings can be large or run the other way; note: potency is the fitted concentration of half-maximal effect; % of control where 0% means no effect
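FP read-out: FITC-PTAP peptide, 50 nM final, binding Tsg101 binding domain, 10 uM final; 20 min, r.t.; 10 mM HEPES pH 7.5, 0.15 M NaCl, 0.01% Tween 20, 3 mM EDTA, 0.1 mM TCEP.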
AT treatment = candidate therapy for ataxia-telangiectasia; […] A-T fibroblasts, KAP-1 phosphorylation AlphaLISA; neocarzinostatin DNA damage 30 min before lysis; Potency, µM (highest dose often 57.5 µM), for inactives: at the top dose activation, actives largely listed as activators; 0.19% of 320,000 active; note: potency is the fitted concentration of half-maximal effect; % of control where 0% means no effect; nearly all actives have a fitted effect of over 45% in size
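ATM-like activity read as KAP-1 phosphorylation via AlphaLISA donor/acceptor antibody pairs after lysis and 6 hr at 25C. Cells were ATM-null patient fibroblasts ([…], hTERT), dosed 60 min, then exposed to the DSB inducer NCS for 30 min.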
BCR signal inh = chronic active BCR signaling inhibition; 0.05% of 340,000 active; ABC-DLBCL IkBa-CBG/CBR reporter, luminescence ratio, 4 h; AID 493014; Potency, µM (series often up to 46.1 µM), inactives show top-dose ratio change, negative = lower green/red ratio, actives largely listed as inhibitors; active = well fitted inhibition curve with a large enough effect in the signal ratio, with a control signal flat, not every such curve was filed as active; inconclusive = small, poorly fitted or top-dose-only effect, or effect the other way, or a change in a side signal; the % refers to the signal ratio;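 note: potency is the fitted concentration of half-maximal effect; plate controls were basal doxycycline-induced cells for no effect and cells given 10 µM MG132 for full effect; MG132 reads +100%, hits lower the ratio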
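Doxycycline induced both beetle luciferases in TMD8 lymphoma cells; IKK-driven degradation limits the IkappaBalpha-fused green signal, while red luminescence normalises for cell number and nonspecific effects. Compounds tested up to 46 uM, 4 hrs.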
The depositor's hits bear a star; ? = inconclusive; . = no result given; [ ] = dose if it differs, or a comment. Unless noted, calls come from the whole dose curve; as a rule, active = well fitted curve in the direction sought with a large enough effect; inconclusive = small, poorly fitted or top-dose-only effect, or another doubt; inactive = no such curve, though single readings can be large; an effect the other way counts as inactive or inconclusive.

SMILES	TSHR antagonist	Mito fusion yeast	ELG1 DNA repair	a7 integrin act	S-ASM inh	Tb PFK block	Eya2 inh	TCR act	PTAP TSG101 blk	AT treatment	BCR signal inh
Cc1nnc(SCC(=O)NC23CC4CC(CC(C4)C2)C3)n(N)c1=O	0	-1%	6%	13%	-1%	-1%	4%	-5%	0%	-18%	-1%
O=C(COC(=O)CNS(=O)(=O)/C=C/c1ccccc1)NC1CCS(=O)(=O)C1 (centres undefined)	15	-2%	3%	0%	3%	5%	1%	0%	-6%	8%	1%
CCN(CC)CCCNC(=O)c1cc(-c2ccc(O)cc2)on1	-7	1%	12%	-13%	-1%	2%	-16%	5%	-2%	16%	-8%
CCOCCCNC(=S)Nc1cc(OCC)c(NC(=O)c2ccco2)cc1OCC	-12	-8%	?	4%	4%	2%	0%	-8%	-5%	0%	-13%
CCCn1c(N)c(N(CCOC)C(=O)c2cc(-c3ccco3)nc3ccccc23)c(=O)[nH]c1=O	-2	-1%	-7%	-8%	23%	-17%	4%	6%	-3%	13%	-2%
Cc1cc(C(=O)C(C)Sc2cccc[n+]2[O-])c(C)n1-c1ccc(Cl)cc1 (centres undefined)	-12	5%	-18%	-23%	-4%	-1%	-10%	1%	-3%	-1%	?
Cc1ccc(S(=O)(=O)N(CCC(=O)Nc2ccc(OC(F)(F)F)cc2)c2ccccc2)cc1	-2	16%	-13%	-16%	-4%	-1%	-8%	-1%[46.1 µM]	-3%	-2%	4%
Cc1cccc(NC(=O)C2(C)CC3c4ccccc4C2c2ccccc23)c1C (centres undefined)	11	-2%	-1%	-27%	-4%	11%	-1%	7%[46.1 µM]	-4%	2%	10%
OCCN1CCN(C(=S)c2ccc(Br)cc2)CC1	6	-1%	2%	4%	2%	?	-11%	-6%	-2%	3%	-8%
O=C(CSc1nnc(-c2c[nH]c3ccccc23)o1)N1c2ccccc2CCc2ccccc21	-20	-2%	?	-20%	-10%	8%	10%	-3%	-2%	0%	?
Cn1c(NC(=O)C2CC2)cc(=O)n(C)c1=O	41	-5%	1%	-7%	4%	0%	13%	0%	2%	5%	4%
O=[N+]([O-])c1cc(Cl)ccc1NCCNS(=O)(=O)c1ccccc1	-8	2%	4%	0%	-16%	-2%	-13%	5%[46.1 µM]	-1%	10%	?
CC1CCCCN1C(=O)c1ccc(NC(=O)c2ccccc2Cl)cc1 (centres undefined)	-7	8%	-18%	-28%	3%	-5%	4%	3%	-1%	-1%	-8%
O=C1CC(c2ccccc2)NN1 (centres undefined)	7	-4%	11%	-6%	0%	17%	6%	3%	-2%	10%	?
COc1ccc2c(CCNC(=O)CN3C(=O)c4ccccc4C3=O)c[nH]c2c1	5	-5%	-1%	3%	3%	2%	-2%	-8%[46.1 µM]	-2%	6%	?

Some entries already given, showing only Mito fusion yeast, PTAP TSG101 blk and BCR signal inh:
mol,Mito fusion yeast,PTAP TSG101 blk,BCR signal inh
O=C(CSc1nnc(-c2c[nH]c3ccccc23)o1)N1c2ccccc2CCc2ccccc21,-2%,-2%,?
Cn1c(NC(=O)C2CC2)cc(=O)n(C)c1=O,-5%,2%,4%

(further entries)
SMILES	TSHR antagonist	Mito fusion yeast	ELG1 DNA repair	a7 integrin act	S-ASM inh	Tb PFK block	Eya2 inh	TCR act	PTAP TSG101 blk	AT treatment	BCR signal inh
CC(=O)c1cccc(NC(=O)CCc2nnc3ccc(N4CCOCC4)nn23)c1	20	2%	7%	41%	1%	6%	-1%	-5%	-1%	1%	-1%
Cc1cc(CN2CCN(CC(=O)Nc3cc(Cl)ccc3-n3cncn3)CC2)no1	4	-4%	-5%	-13%	4%	3%	16%	-2%	-1%	1%	-12%
O=C(c1cc(-n2cnnc2)ccc1Cl)N1CCN(c2nc(-c3ccccc3)cs2)CC1	3	-7%	0%	-5%	-21%	-3%	27%	-5%	-5%	-6%	2%
O=C(N/C(=C\c1ccccc1)C(=O)N1CCCCC1)c1ccc(Br)o1	4	4%	-15%	3%	2%	-3%	-5%	4%	-4%	5%	3%
Cc1ccc(N(CC(=O)NCC2CCCO2)C(=O)CCC(=O)Nc2ccccn2)cc1C (centres undefined)	6	2%	10%	-10%	-1%	1%	-14%	-3%[46.1 µM]	-6%	0%	3%
Cc1cccc(C(=O)N2CCCC(CCC(=O)N3CCN(c4ccccn4)CC3)C2)c1C (centres undefined)	-3	2%	?	-32%[inhibitor]	-1%	-7%	-12%	-2%	-4%	-4%	4%
Cc1cccc(OCC(=O)N(C)CCc2ccccn2)c1	10	1%	6%	19%	-2%	-8%	1%	2%	-1%	-2%	-16%
CN(C)c1nc(N2CCN(c3ccc(F)cc3)CC2)c(C#N)c(=O)o1	12	26%	22%	33%	8%	-4%	7%	0%	-10%	?	-24%
CCCCCCC(=O)NN1CCN(C)CC1	4	1%	12%	-3%	3%	3%	15%	-2%	0%	3%	?
Cc1cccc(OCc2nc(C#N)c(N3CCCC3)o2)c1	-8	3%	5%	3.5µM*	1%	-3%	-6%	-17%	0%	2%	8%
COC(=O)c1[nH]c2c(c1C)C(=O)CC(c1cccc(OC)c1)C2 (centres undefined)	-9	-7%	-18%	-7%	1%	-8%	-6%	-2%	1%	9%	-14%
CC(=O)C1C(c2ccc([N+](=O)[O-])cc2)c2c(noc2C)CC1(C)O (centres undefined)	-4	0%	9%	5%	1%	-2%	17%	-1%	-4%	0%	-12%
O=C(Oc1ccccc1[N+](=O)[O-])c1cccnc1	-3	-1%	-3%	35%	-1%	1%	1%	9%	-1%	4%	-5%
COc1ccc(NC(=O)NCCc2ccc(Cl)cc2)cc1OC	-4	-3%	25%	0%	-1%	3%	-1%	2%	-4%	10%	?
CC1(C)Oc2ccc(C(=O)N3CCCC3)cc2N(CC(=O)NCc2ccccc2)C1=O	4	-2%	0%	-8%	2%	1%	6%	2%	-1%	-2%	2%
CC(NS(=O)(=O)c1ccc(Br)cc1)C(c1cccs1)N1CCN(C)CC1 (centres undefined)	-2	-2%	-3%	-54%	3%	0%	2%	5%	-2%	-8%	-5%
Cc1ccc2nc(NC(=O)CSc3nncc(=O)n3N)sc2c1	2	-2%	?	14%	1%	-1%	-4%	-3%[46.1 µM]	-15%	2%	-6%
Cc1cccc(C)c1NC(=O)CSc1nnc(NC(=O)c2ccccc2C(=O)O)s1	-7	-5%	-2%	-3%	1%	0%	-8%	-1%	-5%	0%	1%
CCOc1cc(N2CCOCC2)c(OCC)cc1NC(=O)CN1C(=O)NC2(CCCCC2)C1=O	11	-2%	?	22%	1%	-2%	-10%	7%	-3%	-1%	?
OCC1=C[C@@H](O)C2C=CO[C@@H](O[C@@H]3O[C@H](CO)[C@@H](O)[C@H](O)[C@H]3O)C12 (some centres undefined)	5	.	17%	-6%	1%	3%	-2%	-3%	-3%	2%	0%
CCOc1ccc(C)cc1S(=O)(=O)n1cnc2ccccc21	21	-1%	?	-6%	0%	1%	-13%	0%	-9%	-5%	?
Nc1nonc1C(=O)NCCNC(=O)c1ccc(Cl)cc1	-2	0%	2%	2%	-3%	-1%	0%	-4%	-2%	1%	2%
COc1ccc(-c2nc3ccc([N+](=O)[O-])cc3o2)cc1	-4	-1%	?	13%	3%	4%	4%	-2%[46.1 µM]	-2%	4%	?
CCOC(=O)C1=C(C)N(C[C@@H]2CC[C@@H](Cc3ccc(-c4ccccc4)cc3)O2)C(=O)NC1c1ccc(SCc2ccco2)c([N+](=O)[O-])c1 (some centres undefined)	0	.	2%	15%	-1%	-7%	0%	2%[46.1 µM]	0%	2%[11.5 µM]	0%
O=C(Nc1nc2ccc(F)cc2s1)Oc1ccccc1	-4	18%	?	2%	0%	-4%	?	-12%	-3%	10%	-8%
CC1CCCCN1CCn1c(=S)[nH]c2ncccc2c1=O (centres undefined)	-5	1%	2%	36%	3%	-8%	-2%	1%	-1%	0%	0%
